From PubChem BioAssay
CHT PAM = allosterically activates the human high affinity choline transporter. CHT-expressing cells, membrane potential dye, choline EC20; active compounds read high; LV-AA mutant CHT in HEK293 cells. Q9GZV3. 310,000 compounds, 0.49% hits. B-score at 10 µM. AID 488977;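 active means initial fluorescence not abnormally high and integrated response B-score, plate-corrected, over 3 SD above library mean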
Target sequence (Q9GZV3 whole entry, looked up): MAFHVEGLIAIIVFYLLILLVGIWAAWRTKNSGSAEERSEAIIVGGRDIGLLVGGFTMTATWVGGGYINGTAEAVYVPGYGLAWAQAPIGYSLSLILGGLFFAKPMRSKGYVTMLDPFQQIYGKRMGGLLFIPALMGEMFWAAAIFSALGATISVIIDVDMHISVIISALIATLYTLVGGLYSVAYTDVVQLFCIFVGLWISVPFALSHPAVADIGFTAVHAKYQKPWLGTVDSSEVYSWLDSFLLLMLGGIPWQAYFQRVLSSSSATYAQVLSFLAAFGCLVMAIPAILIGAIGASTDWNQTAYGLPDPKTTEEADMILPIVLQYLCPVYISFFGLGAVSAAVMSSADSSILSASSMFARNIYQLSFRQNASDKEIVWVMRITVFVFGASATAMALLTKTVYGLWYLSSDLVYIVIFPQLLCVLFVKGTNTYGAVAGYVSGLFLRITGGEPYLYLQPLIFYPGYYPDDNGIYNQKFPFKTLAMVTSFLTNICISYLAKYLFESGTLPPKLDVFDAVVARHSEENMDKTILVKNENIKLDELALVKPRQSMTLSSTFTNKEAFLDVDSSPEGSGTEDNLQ
CHT inh = inhibitors of human choline transporter CHT; B-score at 10 µM; Q9GZV3; 310,000 compounds, 0.86% hits; CHT-expressing cells, membrane potential dye, choline response; active compounds read low;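 active means B-score over 3 SD under the library average, and starting fluorescence ratio not unusually high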;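 further: choline stimulus applied at its EC90 after an EC20 pre-addition; B-score computed on integrated fluorescence ratio after choline addition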
* = called active by the depositor; i = inactive.

The opening 3 entries as a preview:
Order of results: CHT inh	CHT PAM
O=C(O)c1csc(-c2cccc(Cl)c2)n1
  i	i
C=C1C(=O)[C@@]23[C@H](O)C[C@@H]4C(C)(C)CC[C@H](O)[C@]4(C)[C@@H]2C[C@H](O)[C@@H]1[C@H]3O
  i	i
CCOc1ccc(C(=O)NC(=S)Nc2cccc(S(=O)(=O)NC3=NCCC3)c2)cc1
  i	i

The whole of this part, previewed entries included:
Order of results: CHT inh	CHT PAM
O=C(O)c1csc(-c2cccc(Cl)c2)n1
  i	i
C=C1C(=O)[C@@]23[C@H](O)C[C@@H]4C(C)(C)CC[C@H](O)[C@]4(C)[C@@H]2C[C@H](O)[C@@H]1[C@H]3O
  i	i
CCOc1ccc(C(=O)NC(=S)Nc2cccc(S(=O)(=O)NC3=NCCC3)c2)cc1
  i	i
CCC(CC)NC(=O)c1cc([N+](=O)[O-])ccc1N1CCOCC1
  i	i
CC(Oc1ccc(F)cc1)C(=O)Oc1ccc(N(C)S(=O)(=O)c2ccccc2)cc1 (centres undefined)
  i	i
COc1cc(C(=O)Nc2cccc(C(C)=O)c2)cc(OC)c1OC
  i	i
CCCCC(=O)Nc1ccc(Br)cn1
  i	i
CN(CC(=O)Nc1cccc(F)c1)CC(=O)Nc1cccc(S(N)(=O)=O)c1
  i	i
COc1ccccc1NC(=O)c1ccccc1-c1ccccc1C(=O)O
  i	i
CCc1cc(C(=O)N2CCN(c3ncccn3)CC2)sc1C
  i	i
CC(C)C(=O)Nc1ccc2oc(=O)ccc2c1
  i	i
O=C(Nc1ccc2ncccc2c1)c1cc(Cl)ccc1Cl
  i	i
CC(C)NC(=O)c1ccccc1NC(=O)CS(=O)(=O)Cc1ccccc1
  i	i
CCOc1ccc(NC(=O)CC2C(=O)N(c3ccccc3)C(=S)N2Cc2ccccn2)cc1 (centres undefined)
  i	i
Cc1ccc(O)c(C(=O)c2cc(C(=O)NCCc3ccccc3)c(=O)n(CCc3ccccc3)c2)c1
  i	i
CCCCc1c(C)nn(-c2nnc3c4ccccc4n(CC)c3n2)c1C
  i	i
CCOc1ccc(NC(=O)CSc2nnc(N)s2)c([N+](=O)[O-])c1
  i	i
O=C(O)CCC(=O)N(Cc1ccco1)c1nc(-c2ccccc2)cs1
  i	i
NNc1nnnc2c1sc1nc(N3CCOCC3)c3c(c12)CCCC3
  i	i
COc1ccc(S(=O)(=O)Nc2nc3ccccc3s2)cc1
  i	i
Cc1ccc2[nH]cc(CCNC(=O)/C=C/c3ccco3)c2c1
  i	i
O=C(Nc1cnn(Cc2ccc(Cl)cc2)c1)C1CCCC1
  i	i
Cc1ccc(C)c(-n2cc(CN3CCCN(C=O)CC3)c(-c3ccccc3)n2)c1
  i	i
O=C(NC(=O)c1ccccc1)Nc1ccccc1
  i	i
O=C(C1CCC1)N1CCN(c2ccc(Cl)cc2)CC1
  i	i
CCOc1ccc2c(c1)sc(N)[n+]2Cc1cc(C)cc2cccnc12
  i	11*
Cc1nc(N)nc(C)c1Cc1ccccc1
  i	i
Cc1nn(-c2ccc(Cl)cc2)c2sc(C(=O)c3c(N)n(C)c(=O)n(C)c3=O)cc12
  i	i
O=C(COc1ccccc1[N+](=O)[O-])c1ccccc1
  i	i
Cc1cc(S(=O)(=O)N2CCCC(N3CCOCC3)C2)c(C)cc1Cl (centres undefined)
  i	i
C/C(=C/c1ccccc1)C(=O)N1CC(C)OC(C)C1 (centres undefined)
  i	i
Cc1cc(=O)[nH]c2c1c(-c1ccccc1)nn2C
  i	i
COc1ccccc1OCCCOc1c(C)cc(C)cc1Br
  i	i
O=C(COC(=O)C1=Cc2ccccc2OC1)NCc1ccccc1
  i	i
Cc1ccn2cc(-c3cccc(NS(C)(=O)=O)c3)nc2c1
  i	6.3*
Cc1cnc(NC(=O)Cc2ccccc2Cl)s1
  i	i
Cc1ccc(S(=O)(=O)N2CCSC2c2ccco2)cc1 (centres undefined)
  i	i
CCCCc1ccc(-n2nnnc2SCC(=O)Nc2cc(OC)c([N+](=O)[O-])cc2C)cc1
  i	i
NC(=O)c1ccccc1OCC(=O)NC12CC3CC(CC(C3)C1)C2
  i	i
O=C(O)CSCCC(=O)Nc1ccc(F)cc1
  i	i
OCCNc1nc(Nc2ccc(Cl)c(Cl)c2)nc2ccccc12
  i	i
O=C(CN1CCN(c2ccc(F)cc2)CC1)NCc1ccc(Cl)cc1
  i	i
CCNC(=S)Nc1ccc(Cc2nc3ccccc3[nH]2)cc1
  i	i
O=C(Cc1nnc(NC(=O)Nc2ccccc2)s1)Nc1ccccc1
  i	i
COCCCNC(=O)c1cccc(OC)c1OC
  i	i
COc1cccc(/C=N/n2nnnc2N)c1O
  i	i
Cc1noc(C)c1C(=O)Nc1nnc(CC(C)C)s1
  i	i
O=C(/C=C/NNC(=O)c1ccccc1)c1ccccc1
  i	i
COc1ccc(CNC(=O)CN(C(=O)Cn2nnc(-c3ccccc3F)n2)c2ccc(C)cc2)cc1
  -5.2*	i
COC(=O)c1ccc(/C=C(\C#N)C(=O)NC(C)c2ccccc2)cc1 (centres undefined)
  i	i
FC(F)(F)c1ccc(CN2C[C@@H]3C(c4ccccc4)C4(c5cccnc5)CC3(C4)[C@H]2c2ccccc2)cc1 (some centres undefined)
  i	i
O=[N+]([O-])c1cccc(S(=O)(=O)NCC2CCCO2)c1 (centres undefined)
  i	i
CN1C(=O)C(C)(C)c2cc(S(=O)(=O)N3CCN(c4cccc(Cl)c4)CC3)ccc21
  i	i
C=C(C)c1cccc(C(C)(C)NC(=O)N2CCN(c3ncccn3)CC2)c1
  i	i
Cc1nc2ccccc2cc1C(=O)O
  i	i
Cn1cccc1C(C(=O)NC1CCCCC1)N(C(=O)Cc1cccs1)C1CC1 (centres undefined)
  i	i
O=S(=O)(Nc1ccc2c(c1)OCCO2)c1ccc2oc3ccccc3c2c1
  i	i
COc1ccc(N2C(=O)CC(SCC(=O)O)C2=O)cc1 (centres undefined)
  i	i
Cc1ccccc1NC(=S)NC(C)CCc1ccccc1 (centres undefined)
  i	i
Cc1cccc(N(C(=O)c2cnc3n(c2=O)CCS3)C2CCCCC2)c1
  i	i

Next part.
Order of results: CHT inh	CHT PAM
O=[N+]([O-])c1ccc(C(O)CN=Cc2ccc(O)cc2O)cc1 (centres undefined)
  i	i
CCNC(=O)c1c(NC(=O)C2COc3ccccc3O2)sc2c1CCCC2 (centres undefined)
  i	i
CCCN1CCN(C(=O)c2cn(CC(C)C)c(=O)c3cc(OC)c(OC)cc23)CC1
  i	i
COc1cc2c(cc1OC)CN(C1CC(=O)N(c3c(C)cccc3C)C1=O)CC2 (centres undefined)
  i	i
CC(C)OCCCNC(=O)CN1CCN(Cc2ccc(Cl)cc2)C1=O
  i	i
Cc1cc(/C=C(/C#N)C(=O)Nc2ccccc2)c(C)n1-c1cccnc1
  i	i
CCOC(=O)C(/C=C(\C#N)C(=O)OCC)=C(/N)N1CCN(c2c(C)cccc2C)CC1
  i	i
COc1ccc(Cl)cc1NC(=S)NNC(=O)C1(C)CC1(Cl)Cl (centres undefined)
  i	i
COc1ccc(N2CC(C(=O)Nc3nc(-c4ccccc4)c(C(C)=O)s3)CC2=O)c(OC)c1 (centres undefined)
  i	i
CCOC(=O)C(C)Oc1cccc2c(=O)n(CC(=O)Nc3cccc(OC)c3)ccc12 (centres undefined)
  i	i
CCN(Cc1ccccc1)c1ccc(N=Nc2nn(C)c(C)c2[N+](=O)[O-])cc1
  i	i
CC1CN(CCc2ccccc2)c2nc3c(c(=O)n(C)c(=O)n3C)n2C1 (centres undefined)
  i	i
CC(=O)Nc1ccc(S(=O)(=O)N2CCN(c3cc4c(cc3[N+](=O)[O-])n(C)c(=O)n4C)CC2)cc1
  i	i
COc1cc(NC(=O)CCC(=O)O)nc(OC)n1
  i	i
Cc1cc2c(=O)oc(-c3ccc(F)cc3)nc2s1
  i	i
O=C(COc1ncnc2ccccc12)c1ccc2c(c1)OCCO2
  i	i
Cc1nnc(NN)n(N)c1=O
  i	i
CCOC(=O)C1CCN(Cc2cccc(Oc3ccc(Cl)cc3)c2)CC1
  i	i
COc1cc(O)c(CCO)c2c1C(=O)C[C@@H](C)O2
  i	i
CC1(C)OC(=O)N2CCc3ccccc3C21C (centres undefined)
  i	i

Some of these compounds in order of length of the SMILES, lowest first.
Order of results: CHT inh	CHT PAM
Cc1nnc(NN)n(N)c1=O
  i	i
CC1(C)OC(=O)N2CCc3ccccc3C21C (centres undefined)
  i	i
COc1cc(O)c(CCO)c2c1C(=O)C[C@@H](C)O2
  i	i
CC(C)OCCCNC(=O)CN1CCN(Cc2ccc(Cl)cc2)C1=O
  i	i
CCCN1CCN(C(=O)c2cn(CC(C)C)c(=O)c3cc(OC)c(OC)cc23)CC1
  i	i
COc1ccc(N2CC(C(=O)Nc3nc(-c4ccccc4)c(C(C)=O)s3)CC2=O)c(OC)c1 (centres undefined)
  i	i

More compounds
Order of results: CHT inh	CHT PAM
CCOc1ccc(Oc2cc(NC(=O)c3ccco3)cc([N+](=O)[O-])c2)cc1
  i	i
Cc1ccc(-c2nc(CN3CCCC(C(=O)N4CCOCC4)C3)c(C)o2)cc1 (centres undefined)
  i	i
CC1(C)CC(=O)C/C(=N/Nc2nc3ccccc3s2)C1
  i	i
Cc1cccc(Nc2nnc(SCC(=O)NCc3cccs3)s2)c1
  i	i
O=C(CNC1CCCCCC1)Nc1ccc(S(=O)(=O)NC2CC2)cc1
  i	i
CCN(CC)C(=O)C(=O)c1cccn1-c1cccc(Cl)c1C#N
  i	i
CC(=O)c1cccc(CN2CCN(Cc3ccc(C)cc3)C(CCO)C2)c1 (centres undefined)
  i	i
CC1CCc2c(sc3ncn(CC(=O)N=Nc4c(O)[nH]c5ccccc45)c(=O)c23)C1 (centres undefined)
  i	i
CCN(CC)CCNC(=O)Cn1c(=O)c2cccn2c2ccc(F)cc21
  i	i
O=C1CC(c2c[nH]c3ccccc23)C(=O)N1c1ccccc1 (centres undefined)
  i	i
CCCN1C(=O)c2cc(C(=O)Nc3ccc(OC)cc3OC)ccc2C1Nc1ccc(OC)cc1OC (centres undefined)
  i	i
CCCCn1ccnc1C(=O)c1cc(S(=O)(=O)N2CCOCC2)ccc1C
  i	i
Cc1ccn2cc(CCNC(=O)C3CCCCC3)nc2c1
  i	i
CC(C)(C)c1ccc(C(=O)NNC(=O)Cc2ccccc2)cc1
  i	i
COc1cc(/C=N/NC(=O)Cn2nc([N+](=O)[O-])cc2C)cc(Br)c1OCc1ccccc1
  i	i
O=C(COc1ccccc1Cl)NC(=S)Nc1ccc(CN2CCOCC2)cc1
  i	i
Cc1cc(C)c(C#N)c(SCC(O)COc2ccc(Br)cc2)n1 (centres undefined)
  i	i
COc1ccc(OC)c(C(=O)N2CCC(n3nccc3NC(=O)CC(C)C)CC2)c1
  i	i
COc1ccc(NC(=O)c2ccc(C)cc2)cc1
  i	i
CCC12CN3CCN(CC(C3)/C1=N\NC(=O)Nc1ccccc1)C2
  i	i

With a hit mark in CHT inh, among the entries above:
Structure	CHT inh
COc1ccc(CNC(=O)CN(C(=O)Cn2nnc(-c3ccccc3F)n2)c2ccc(C)cc2)cc1	-5.2*

The list goes on:
Order of results: CHT inh	CHT PAM
O=C(O)c1nccnc1C(=O)Nc1ccccc1-c1ccccc1
  i	i
O=C(Cc1ccc(Cl)cc1)N1CCc2ccccc2C1
  i	i
COc1ccc(-c2csc(NC(C)c3nc4cc(Cl)c(N5CCCCC5)cc4n3CCCO)n2)cc1 (centres undefined)
  i	i
Cc1cccc(C(=O)CC(=O)c2cc(Cl)ccc2O)c1
  i	i
CC(C)NC(=O)c1ccc(Cl)cc1Cl
  i	i
N=C(c1ccc([N+](=O)[O-])cc1)N1CCCCC1
  i	i
C/C(=C\C(=O)c1ccc(Cl)cc1)NCc1ccc2c(c1)OCO2
  i	i
CCOC(=O)N/N=C/c1cn(Cc2ccccc2Cl)c2ccccc12
  i	i
Cc1nc(Nc2ccc3c(c2)OCCO3)c2nnn(Cc3ccccc3Cl)c2n1
  i	i
Cc1ccc(/C=C/C(=O)Nc2ccc(Oc3ccccc3)cc2)o1
  i	i
Cc1ccc(C(=O)COC(=O)C(C)N2C(=O)C3C4C=CC(C4)C3C2=O)cc1 (centres undefined)
  i	i
CCOC(=O)c1cc(-c2ccccc2)sc1NC(=O)CC
  i	i
Cc1cc(C)cc(OCCNC(=O)CCc2ccccc2)c1
  i	i
O=C(COc1cc2oc(=O)c3c(c2cc1Cl)CCC3)NCc1ccccn1
  i	i
Cc1nc(NC(=O)c2ccccc2)sc1-c1csc(Nc2ccc(Cl)cc2Cl)n1
  i	i
CC(=O)c1cccc(NC(=O)CSCc2ccc(Br)cc2)c1
  i	i
O=C(CNC(=O)c1ccco1)NCC(=O)OCc1cccc(Cl)c1
  i	i
CCN1CCC(NC(=O)Nc2cc(Cl)ccc2OC)CC1
  i	i
Cc1cc(C)cc(NC(=O)Oc2ccccc2N2CCCCC2)c1
  i	i
N#CCCN(C(=O)COC(=O)c1ccc2c(c1)NC(=O)CS2)c1ccc2c(c1)OCCO2
  i	i
Cc1ccc(-c2ccnc3cc(C)nn23)cc1
  i	i
COc1ccc(NC(=O)N2CCCC(C(=O)Nc3cccc(C)c3C)C2)cc1 (centres undefined)
  i	i
COC(=O)c1ccc(C23CC4(C2)[C@H](CN(C)[C@@H]4c2ccccc2)C3c2ccc(Cl)nc2)cc1 (some centres undefined)
  i	i
Cc1oc(-c2ccc(Cl)cc2)nc1CS(=O)CC(=O)NC1CC1 (centres undefined)
  i	i
CC(Oc1ccc(Cl)cc1)c1ccnc(N)n1 (centres undefined)
  i	i
O=C(CN1CCC(NC(=O)c2ccccc2)CC1)NCc1ccccc1F
  i	i
CCN(CC)CCn1c(-c2ccc(C)cc2)nc(=S)c2c1CC(C)(C)OC2
  i	i
O=C(CSc1nc(-c2ccccc2)cc(=O)[nH]1)Nc1ccc(Br)cc1
  i	i
